FXIa inh 1536: blocks human coagulation factor XIa protease activity; AID 798; purified FXIa, Boc-Glu-Ala-Arg-AMC fluorogenic substrate; inhibition, % at 5 µM; actives 0.14% (n = 220,000);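 active = inhibition of at least 40%; inactive = inhibition below 40%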;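 note: fluorescence of freed AMC excited at 355 nm; 0% = enzyme without compound and 100% = no enzyme blank; many of its hits are not listed in these tables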
Runt-SMMHC FRET: Runt domain-CBFb-SMMHC interaction inhibition; Q01196+Q13951; Cerulean-Runt/Venus-CBFb-SMMHC FRET ratio 530/480, 1 h; inhibition, % at 20 µM; actives 0.74% (n = 220,000);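 active = mean inhibition across duplicate retests at 20 µM reaching about 50%, limit read from the data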;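 note: 0% = DMSO wells and 100% = wells with excess untagged CBFb-SMMHC; inhibitors lower the FRET ratio by blocking Runt binding to CBFb-SMMHC; some results filed as inactive read as strong as hits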
Target sequence (Q01196 whole entry, looked up, the tested form may be a part): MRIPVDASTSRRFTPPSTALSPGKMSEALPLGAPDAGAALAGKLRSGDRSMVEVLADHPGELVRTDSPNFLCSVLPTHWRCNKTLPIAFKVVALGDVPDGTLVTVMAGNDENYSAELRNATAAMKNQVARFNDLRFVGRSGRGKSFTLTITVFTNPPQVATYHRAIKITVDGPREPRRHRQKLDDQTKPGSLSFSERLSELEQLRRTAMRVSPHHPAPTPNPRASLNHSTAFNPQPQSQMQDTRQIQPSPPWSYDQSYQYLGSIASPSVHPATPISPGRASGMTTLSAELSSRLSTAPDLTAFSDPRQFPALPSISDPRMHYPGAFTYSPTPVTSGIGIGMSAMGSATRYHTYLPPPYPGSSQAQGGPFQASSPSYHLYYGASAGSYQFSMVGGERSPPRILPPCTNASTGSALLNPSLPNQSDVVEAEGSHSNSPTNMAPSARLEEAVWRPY
Target sequence (Q13951 whole entry, looked up, the tested form may be a part): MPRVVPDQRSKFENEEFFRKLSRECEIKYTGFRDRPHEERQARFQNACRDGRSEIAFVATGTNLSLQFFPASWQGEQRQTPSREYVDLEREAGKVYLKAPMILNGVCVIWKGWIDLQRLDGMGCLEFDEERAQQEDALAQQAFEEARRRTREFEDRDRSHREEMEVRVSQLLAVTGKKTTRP
14-3-3 Bad inh: disrupts binding of bovine 14-3-3 zeta to phospho-Bad peptide | P63103 | TR-FRET 14-3-3zeta/Dy647-pBad peptide displacement, 1 h | inhibition, % at 21.7 µM | actives 0.71% (n = 220,000) | AID 781;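 active = inhibition above about 70%, limit read from the data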;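 note: 0% = full 14-3-3 plus peptide FRET controls and 100% = background without 14-3-3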
Hck Nef HTS: inhibitors of human Hck kinase activated by Nef. P08631. Recombinant Hck-YEEI plus Nef, Z-Lyte FRET kinase assay. inhibition, % at 20 µM. actives 0.68% (n = 220,000). AID 463187;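 active = Hck-Nef kinase inhibition above about 50%, limit read from the data; inactive = inhibition below that limit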;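 note: 0% = DMSO with Hck plus Nef and 100% = Hck alone without Nef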
thrombin 1536: thrombin (human) inhibition; P00734; AID 1046; alpha-thrombin, Boc-VPR-AMC fluorogenic substrate cleavage; inhibition, % at 5 µM; actives 0.26% (n = 220,000);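 active = inhibition at or above 40%; inactive = inhibition below 40%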;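 note: 0% = enzyme with no compound and 100% = wells without enzyme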
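Material: human alpha-thrombin enzyme / Medium: pH 7.5 Tris (50 mM) with NaCl 150 mM, Tween 20 0.05% / Compound: single-point dosing at 5 µM, 0.2% DMSO / Incubation: enzyme reaction carried out at room temperature / Detection: AMC fluorescence, 355/460 nm / Read-out basis: percent inhibition scaled between no-compound controls and no-enzyme blanks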
FXIIa inh: blocks human coagulation factor XIIa protease activity; P00748; purified FXIIa, Boc-QGR-AMC fluorogenic substrate, 2 h; inhibition, % at 5 µM; actives 0.3% (n = 220,000); in the data active = inhibition above about 40%;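 note: 0% = enzyme with no compound and 100% = blank without enzyme; many of its hits are not listed in these tables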
Wee1 degr inh: inhibitors of human Wee1 degradation | P30291 | HeLa Luc-Wee1K328M stability, luciferase luminescence; 100% = proteasome inhibitor MG132 effect | reporter increase, % at 5 µM | actives 1.2% (n = 220,000);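 active = activation above the mean of all tested compounds plus 3 SD, set per screening run, cut at about 8.8% in these data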;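 note: cells exposed to compound for 20 h before luminescence read; 0% = DMSO alone and 100% = MG132 at 30 µM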
KLK5 inh: inhibitors of human kallikrein 5; inhibition, % at 5 µM; recombinant hK5, fluorogenic AMC substrate cleavage; Q9Y337; actives 0.59% (n = 210,000); AID 873;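 active = inhibition of 40% or more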;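 note: 0% = enzyme controls without compound and 100% = no-enzyme blanks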
Target sequence (Q9Y337 67-293 limits assumed): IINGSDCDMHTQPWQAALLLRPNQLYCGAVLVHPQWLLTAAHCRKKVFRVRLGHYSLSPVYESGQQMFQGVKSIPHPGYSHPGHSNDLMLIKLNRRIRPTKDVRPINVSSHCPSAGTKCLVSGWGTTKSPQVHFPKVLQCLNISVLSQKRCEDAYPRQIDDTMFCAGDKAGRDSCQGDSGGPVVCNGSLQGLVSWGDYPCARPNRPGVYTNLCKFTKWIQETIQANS
Runt-CBFb FRET: Runt domain-CBFb interaction inhibition | Cerulean-Runt/Venus-CBFb FRET ratio 530/480, 1 h | AID 1496 | actives 0.46% (n = 220,000) | inhibition, % at 20 µM;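 active = inhibition over about 50% at 20 µM in the single-dose screen, limit read from the data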;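 note: 0% = DMSO wells and 100% = excess unlabeled CBFb competitor control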
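Assay system: Cerulean-Runt domain / Medium: Tris 50 mM pH 7.5, KCl, K2SO4, 0.01% BSA / Timing: protein complex preformed 1 h, compound exposure 1 h, room temperature, dark / Measured by: FRET, excitation 422 nm, emission at 530 and 480 nm / Evaluation: loss of energy transfer signal / Control set: 5 µM unlabeled CBFb as full-inhibition high control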
The depositor's hits bear a star; x = not tested or not shown; [ ] = remark or other dose.

SMILES	FXIa inh 1536	Runt-SMMHC FRET	14-3-3 Bad inh	Hck Nef HTS	thrombin 1536	FXIIa inh	Wee1 degr inh	KLK5 inh	Runt-CBFb FRET
Cc1ccc(S(=O)(=O)Nc2ccc(S(=O)(=O)Nc3ncccn3)cc2)cc1	-4	5	-1	1	-4	-6	-4	-27	-1
Cc1ccc(-c2cc(NC(=O)CSc3n[nH]c(N)n3)n(-c3ccccc3)n2)cc1	1	-5	11	-17	0	6	2	2	1
Cc1cnc(C)c(N2CCN(Cc3nc(-c4ccc(C)o4)oc3C)CC2)n1	-8	1	-13	11	-14	0	-2	-7	0
NS(=O)(=O)c1ccc(NC(=O)COC(=O)CNC(=O)C23CC4CC(CC(C4)C2)C3)cc1	0	-3	-6	4	-1	5	-1	-1	0
CC(=O)c1c(C)nc(C)nc1NC(=O)Cc1ccccc1	-4	2	9	1	-1	6	0	-11	-2
O=C(NC(=S)Nc1nc2ccc(F)cc2s1)c1ccco1	-2	0	-10	23	-7	3	-1	-2	6
CN1C(=O)S/C(=C/c2cccnc2)C1=O	-3	-1	-11	1	-1	-3	-2	5	1
COc1ccc(N2CC(NC(=O)Nc3ccccc3)CC2=O)cc1 (stereo not drawn)	-5	1	-4	11	-9	8	-4	-13	-1
O=C(COc1ccccc1Cl)N1CCN(c2ncccn2)CC1	2	-7	-11	1	3	12	4	-18	0
O=C(Nc1ccc(Cl)cc1F)c1ccc(COc2c(F)c(F)c(F)c(F)c2F)o1	5	0	x	4	2	16	2	-8	-2
CN(CCc1ccccn1)C(=O)CCC1CCCN(C(=O)c2ccc3c(c2)OCCO3)C1 (stereo not drawn)	0	-6	-4	-4	-3	5	-2	x	-1
O=Cc1ccnc(-c2ccc(OC(=O)c3ccco3)cc2)n1	4	-6	0	48	10	12	2	4	1
O=C(COC(=O)CCCc1nc2ccccc2s1)NC(=O)NCc1ccco1	-5	2	-14	24	-12	1	3	-12	1
CC1CCCCN1C(=O)c1ccccc1NC(=O)c1ccco1 (stereo not drawn)	7	-1	-9	-1	-3	37	2	8	-1
Cc1ccc(CSCCNC(=O)CN(c2cccc([N+](=O)[O-])c2)S(C)(=O)=O)cc1	1	-1	-7	2	4	9	5	3	-4
CCc1ccc(OCCOCC(O)CNC(C)(C)C)cc1 (stereo not drawn)	-2	4	-1	1	5	4	-1	-5	2
CCOC(=O)C(=O)NNc1ccccc1OC	19	-1	-12	18	-5	9	-2	1	-1
CN(CC(=O)Nc1ccc2c(c1)CCC2)CC(=O)Nc1ccccc1Br	1	-1	-10	8	0	8	0	1	-5
C/C(N)=C(/C#N)C(=O)COC(=O)[C@@H](NC(=O)c1ccccc1Cl)C(C)C	-7	2	-2	16	-25	8	3	-2	0
CC(=O)[C@@H]1[C@@H](C)N(Cc2ccccc2)C(=O)N[C@H]1c1cccc(C(F)(F)F)c1	2	-1	-4	26	-1	8	x	2	-1
CN(Cc1cccs1)C(=O)Cc1c[nH]c2ccccc12	10	-1	-15	1	4	1	1	-3	1
Cc1cccc(NC(=S)N(CCN(C)C)Cc2cc3cc(C)ccc3[nH]c2=O)c1	-3	0	-12	20	5	7	-1	0	33
C/C=C(\C)c1nnc(NC(=O)c2ccco2)s1	-3	-3	-11	1	-10	-10	7	-23	-1
N/C(=N\OC(=O)C12CC3CC(CC(C3)C1)C2)c1ccccc1	5	-5	-7	0	0	13	-2	-10	-2
CC1(C(=O)O)Oc2cccnc2NC1=O (stereo not drawn)	-3	3	-3	15	-10	7	-1	-7	2
COc1cc(C2=NOC(C(=O)NCc3cccs3)C2)cc(OC)c1OC (stereo not drawn)	3	2	2	-2	-1	10	11*	-10	2
CCCCC1=CC2=C(c3ccco3)C(=O)C(C)(OC(=O)c3ccc(OC)cc3)C(=O)C2=CN1CC1CC1 (stereo not drawn)	0	-12	-11	39	-4	9	x	1	-11
O=C(Cn1nnc2ccccc21)c1ccc(Br)cc1	3	-4	2	-5	-2	9	-3	2	1
CCNc1ccc(Br)cc(C(=O)/C=C/c2ccc(Cl)cc2)c1=O	8	-5	56[fluorescence artefact?]	12	-1	11	5	-28	16
COc1ccc(OC)c(N2CC(O)(c3cccs3)[N+]3=C2SCCC3)c1 (stereo not drawn)	-4	-4	0	0	-8	-9	3	-7	-2
Cc1ccc(C(=O)Nc2nc3ccc(S(C)(=O)=O)cc3s2)s1	10	-2	-12	2	7	19	0	-20	-1
C=CC[N+]1(CC=C)CCOCC1	-5	-1	-13	21	-6	5	-3	-1	0
CCCCC(=O)Oc1ccccc1C1SCc2cc(C)c(C)cc2CS1	-5	-4	0	0	-9	2	0	-2	1
CN(C)S(=O)(=O)c1cccc(NC(=O)CSc2nc3c(cc2C#N)C(=O)CC(C)(C)C3)c1	-13	2	5	1	-13	5	9	-3	1
O=C(Nc1cccnc1Cl)c1ccc2c(Cl)c3c(nc2c1)CCC3	12	-4	-3	-1	-3	13	5	6	-10
O=C(/C=C/c1nc2ccccc2s1)N1CCCCCC1	-4	-2	-12	26	-8	2	0	-4	-2

A draw from above in order of formula weight, largest number first.
SMILES	FXIa inh 1536	Runt-SMMHC FRET	14-3-3 Bad inh	Hck Nef HTS	thrombin 1536	FXIIa inh	Wee1 degr inh	KLK5 inh	Runt-CBFb FRET
CCCCC1=CC2=C(c3ccco3)C(=O)C(C)(OC(=O)c3ccc(OC)cc3)C(=O)C2=CN1CC1CC1 (stereo not drawn)	0	-12	-11	39	-4	9	x	1	-11
CCCCC(=O)Oc1ccccc1C1SCc2cc(C)c(C)cc2CS1	-5	-4	0	0	-9	2	0	-2	1
COc1cc(C2=NOC(C(=O)NCc3cccs3)C2)cc(OC)c1OC (stereo not drawn)	3	2	2	-2	-1	10	11*	-10	2
O=C(Nc1cccnc1Cl)c1ccc2c(Cl)c3c(nc2c1)CCC3	12	-4	-3	-1	-3	13	5	6	-10
Cc1ccc(C(=O)Nc2nc3ccc(S(C)(=O)=O)cc3s2)s1	10	-2	-12	2	7	19	0	-20	-1

Remaining list, next part
SMILES	FXIa inh 1536	Runt-SMMHC FRET	14-3-3 Bad inh	Hck Nef HTS	thrombin 1536	FXIIa inh	Wee1 degr inh	KLK5 inh	Runt-CBFb FRET
Cc1nc(-c2ccc(S(=O)(=O)N3CCCN(CCc4ccccc4)CC3)s2)cs1	-4	-2	-2	3	-15	3	-1	-13	0
C=CCNCCOc1ccc(C(C)(C)c2ccccc2)cc1	-1	3	39[fluorescence artefact?]	6	-2	7	-1	-9	-2
CC(=O)Nc1cccc(C(=O)/C=C/c2ccc(/C=C/C(=O)c3cccc(NC(C)=O)c3)cc2)c1	-5	-1	30[fluorescence artefact?]	4	-10	10	-1	1	-1
COc1cc(CCC(=O)N2CCN(S(=O)(=O)c3ccc(C)c(C)c3)CC2)cc(OC)c1OC	-4	-1	-13[fluorescence artefact?]	0	-5	7	2	10	-2
CCn1nc(C)c(/C=N/NC(=O)Cn2nnc(N)n2)c1C	0	-2	5	7	-1	11	-1	-2	0
Cc1ccc(S(=O)(=O)c2c(COC(=O)c3ccc(Cl)cc3)c(-c3ccccc3)nn2C)cc1	8	4	-3	-1	3	5	0	0	0
N=C(N)SCc1ccccn1	9	-2	37[fluorescence artefact?]	5	0	13	2	-10	-2
Fc1ccc(Br)cc1/C=N/n1cnnc1	1	0	-9	-2	-1	-9	1	-1	-2
Nc1nc(SCc2ccccc2Cl)ns1	6	6	-7[fluorescence artefact?]	9	0	14	-3	8	3
CN(C)c1ccc(Nc2c3c4c(cccc4n(C)c2=O)C(=O)c2ccccc2-3)cc1	9	-118	2	3	2	11	-3	-18	-86
CC(C)(C)c1ccc(OCCCNC2CCCC2)cc1	-4	0	30	-5	-2	-1	0	-17	-1
CCOC(=O)c1ccccc1NC(=O)Nc1ccc(OC)c(OC)c1	-9	0	7	-2	-3	-14	-3	0	0
O=C(O)CSCCn1cccn1	-2	0	-11	0	4	23	-2	-24	-2
c1ccc(Cn2nc(-c3ccccc3)nc2-c2ccccc2)cc1	10	1	-4	2	-10	4	-1	-16	0
CC(C)N1C/C(=C/c2cccnc2)C(=O)/C(=C/c2cccnc2)C1	-7	-2	-1	2	-5	3	-1	-8	1
O=C(CNC(=O)c1cccc(Cl)c1)N/N=C/C=C/c1ccccc1	0	-1	-6	5	-7	3	4	-16	1
COc1cc(CN2CCC(CO)(Cc3cccc(C(F)(F)F)c3)CC2)ccc1F	6	-6	0	2	-5	10	2	3	-3
CCc1cccc(C)c1NC(=O)CCCSc1nc2ccccc2s1	6	-2	0	3	-4	13	3	-4	-1
Cc1cc(NC(=O)c2cc(-c3ccccc3)on2)no1	3	-7	-8	-6	3	18	-1	-8	2
COc1ccc(-c2cc(C(F)(F)F)nc(SCC(=O)NCc3cccs3)n2)cc1OC	-10	-3	1	-4	-20	-22	-3	-21	-6
O=C(NCCN1CCOCC1)C1CCN(S(=O)(=O)N2CCCC2)CC1	-4	5	-9	23	1	2	8	-4	1
COc1ccc(N=C2C(=O)Nc3ccccc32)cc1	4	0	-9	-5	-3	2	-1	-2	0
O=C(NCC1CCCO1)c1cccc(N2CCCC2=O)c1 (stereo not drawn)	1	4	6[fluorescence artefact?]	0	5	18	1	-10	1
C=CCn1c(=O)c(C(C)=O)cn(N(C)c2ncc(C(F)(F)F)cc2Cl)c1=O	3	-30	-6	-10	0	10	0	-2	-14
COc1ccccc1-n1cnc2sc(-c3ccccc3)cc2c1=O	15	-5	-20	0	3	26	-4	10	-3
O=C(c1cccs1)N1CCN(C2CCN(Cc3ccccc3)CC2)CC1	0	-2	-4[fluorescence artefact?]	1	-8	8	-2	-9	0
CC(=O)C1=C(O)C(=O)N(CCC(=O)O)C1c1cccc(F)c1 (stereo not drawn)	-5	-1	28	-2	-4	12	6	-2	1
O=C(NCCCn1ccnc1)C(=O)Nc1ccccc1	-2	4	3	19	-2	10	0	1	-1
O=C(Nc1ccc2c(c1)OCO2)c1cnc2n(c1=O)CCS2	9	-2	-6[fluorescence artefact?]	-1	3	14	-2	-6	2
C=CCn1c(SCC(=O)Nc2nc3ccccc3s2)nnc1-c1ccccc1O	3	-2	-1	0	-5	7	0	-12	1
Nc1ccc2oc(C3CCCCC3)nc2c1	-4	2	-16	20	-1	3	1	-2	4
O=c1[nH]c(SCc2n[nH]c(=S)n2-c2ccccc2)nc2sc3c(c12)CCC3	7	21	0	-34	3	22	1	-5	1
OCCC1CN(Cc2cccn2-c2ccccn2)CCN1C1CCCC1 (stereo not drawn)	-2	1	-3	-2	-9	9	-5	x	1
Cc1cc(C)c(NC(=S)NC(NC(=O)c2ccccc2)C(Cl)(Cl)Cl)c(C)c1 (stereo not drawn)	3	8	-5[fluorescence artefact?]	5	-5	11	-3	-12	-1
O=S1(=O)NC[C@]23C[C@H](c4ccc(F)cc4)[C@@H](C[C@@H]21)O3	-3	-1	0	30	-3	4	x	-1	-1
CCn1c(N)c(C(=O)NCc2ccc3c(c2)OCO3)sc1=S	0	14	1[fluorescence artefact?]	-1	7	4	-1	-6	32
O=S(=O)(/N=C(/Nc1ccccc1F)c1ccccc1)c1ccccc1	-3	-1	11[fluorescence artefact?]	2	-1	14	0	3	0
C=CCNC(=S)N/N=C/c1ccc(C(F)(F)F)cc1	-4	-4	-6	4	-7	4	-2	-3	-2
